Screening results from PubChem BioAssay.
HIF-2a inh = inhibitors of HIF-2a. AID 624352. 786-0 RCC cells HIF-2a reporter, luciferase luminescence, overnight. inhibition, % at 18.8 µM. 360,000 tested, 0.72% active;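 active = inhibition of the luminescence signal of 40% or more relative to plate controls, in a single-dose primary screen at 18.75 µM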
NR2E3 ag-1 = NR2E3 (human) agonism. Q9Y5X4. GST-NR2E3/biotin-RetCOR TR-FRET, 1536-well. inhibition of corepressor binding, % at 4.78 µM. 320,000 tested, 0.12% active. AID 2300;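 active = percent inhibition above the cutoff of mean plus 3 SD of all tested compounds, set per screening campaign, cut at about 20% in these data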;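 note: 0% = DMSO wells and 100% = biotin wells as full block of FRET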
Target sequence (Q9Y5X4 whole entry, looked up): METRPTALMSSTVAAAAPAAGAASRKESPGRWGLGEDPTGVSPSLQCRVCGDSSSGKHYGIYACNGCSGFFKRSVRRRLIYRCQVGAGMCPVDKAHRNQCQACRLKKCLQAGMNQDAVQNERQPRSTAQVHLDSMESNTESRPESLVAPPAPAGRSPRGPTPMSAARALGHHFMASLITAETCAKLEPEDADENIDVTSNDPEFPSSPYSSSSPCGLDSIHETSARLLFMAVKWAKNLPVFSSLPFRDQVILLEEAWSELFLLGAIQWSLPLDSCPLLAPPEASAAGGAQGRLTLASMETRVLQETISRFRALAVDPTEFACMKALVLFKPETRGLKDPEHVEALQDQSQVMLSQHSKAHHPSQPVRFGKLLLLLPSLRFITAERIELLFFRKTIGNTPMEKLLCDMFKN
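System: GST-tagged NR2E3 plus biotinylated RetCOR corepressor; Buffer or medium: pH 7.5 Tris-based buffer; Probe or stimulus: RetCOR corepressor, biotinylated, 7 nM; Doses: compound at 4.8 µM, single dose; Schedule: 5 h incubation at 4 °C; Technique: time-resolved FRET; Evaluation: percent inhibition of TR-FRET ratio; Replication: one well per compound, singlicate testing.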
KKLEB tox = reduces viability of KKLEB cystic fibrosis airway cells; KKLEB CF airway cells viability, ATPlite luminescence, overnight; active compounds read low; cells stimulated with P. aeruginosa culture filtrate; 360,000 tested, 0.36% active; AID 602141; activity change (cytotoxicity), % at 5 µM;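 active = corrected activity change at or below -50% at 5 µM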
NR2E3 ag-2 = human photoreceptor-specific nuclear receptor agonism. Q9Y5X4. CHO-S Gal4-NCOR/VP16-NR2E3 two-hybrid, luciferase. inhibition of corepressor binding, % at 3.98 µM. 360,000 tested, 0.35% active. AID 602229;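 active = inhibition above the mean of all tested compounds plus 3 SD, cut at about 70% in these data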;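 note: 0% = DMSO with NR2E3 transfected cells and 100% = cells lacking NR2E3 construct; higher means lower luciferase signal from less NR2E3 corepressor binding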
C8 TRAIL sens = caspase-8 TRAIL sensitization. 360,000 tested, 1% active. inhibition (viability loss, TRAIL sensitization), % at 10 µM. AID 624354. NB7+C8 cells + TRAIL, ATPlite viability luminescence;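 active = compounds causing at least 50% loss of cell viability in the single-dose screen, relative to plate controls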
TRPM1 prom inh = reduces MITF-dependent TRPM1 promoter luciferase signal; SK-MEL-5 TRPM1 promoter luciferase, 24 h; inhibition, % at 12.5 µM; 330,000 tested, 0.83% active; AID 488899;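 active = mean inhibition across replicates of 60% or more, whatever share of single replicates reaches that level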; note: values of inactives mirror those of a sister screen read the other way
LMP1 NFkB inh = Epstein-Barr LMP1 NF-kappaB reporter inhibition; LMP1-induced NF-kappaB luciferase reporter cells, luminescence; 350,000 tested, 0.69% active; inhibition, % at 12.5 µM; AID 504558; in the data active = inhibition above about 41%;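 note: 0% = neutral control wells and 100% = reference inhibitor control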
Shn3 inh set2 = inhibitors of Schnurri-3 3'UTR reporter in osteoblasts. inhibition, % at 12.5 µM. Clone20 osteoblast Shn3 3'UTR firefly luciferase, 24 h. 360,000 tested, 0.52% active. AID 588674;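 active = mean inhibition of at least 75% with every replicate also reaching 75%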;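 note: 0% = median of neutral control wells and 100% = pilot-screen positive control compound; some compounds past the cut are filed as inactive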
Peg3 prom inh = reduces Peg3 promoter-driven luciferase expression in HeLa; HeLa PEG-Prom luciferase reporter, luminescence, overnight; inhibition, % at 20 µM; 360,000 tested, 1.7% active;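 active = inhibition of at least 50% at 20 µM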
hiPSC survival = increases survival of single human iPS cells. hiPSC single-cell survival, ATPlite luminescence; 100% = ROCK inhibitor wells, 0% = DMSO. survival enhancement, % at 20 µM. 360,000 tested, 0.044% active; in the data active = survival enhancement above about 18%;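 note: cells exposed to compounds for 16 hours before the ATP read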
CF NFkB inh = cystic fibrosis NF-kB activation inhibition; AID 588850; KKLEB NF-kB-GFP reporter, PAF-induced, GFP fluorescence overnight; inhibition, % at 5 µM; 360,000 tested, 0.86% active;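 active = at least 50% inhibition at 5 µM, scaled per plate between neutral and stimulator controls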;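 note: PAF is a Pseudomonas aeruginosa culture filtrate used as stimulus; plate controls were PAF-stimulated DMSO wells for no effect and unstimulated DMSO wells for full effect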
* hit, by the source's call; . = no result given. Not all compounds are listed; rates above refer to the full screens.

Results follow in this order: HIF-2a inh	NR2E3 ag-1	KKLEB tox	NR2E3 ag-2	C8 TRAIL sens	TRPM1 prom inh	LMP1 NFkB inh	Shn3 inh set2	Peg3 prom inh	hiPSC survival	CF NFkB inh
> CCCCN(C(=O)CNC(=O)c1ccco1)C(C(=O)NC1CCCCC1)c1ccc(OC)cc1OC (stereo unspecified)
    4.3	-0.2	1.9	-16.0	5.5	12.7	-12.0	-10.4	6.1	2.3	5.4
> Cc1ccc(C(=O)Nc2nc(-c3cc(Cl)sc3Cl)cs2)cc1
    -88.2	-3.9	-1.4	-13.8	19.4	-4.2	10.2	-15.9	-74.2	1.0	-12.5
> Cc1oc(-c2ccc(Cl)cc2)cc1C(=O)NC1CCN(Cc2ccccc2)CC1
    -0.2	-1.4	-12.6	-8.7	16.4	.	.	20.3	20.4	0.6	10.0
> CC(C)N(Cc1ccccc1)S(=O)(=O)c1cccs1
    12.7	-3.1	6.4	-11.9	1.6	4.7	4.1	18.5	9.6	0.7	-16.6
> Cc1ccc(C(=O)O/N=C/c2ccc(N(C)C)cc2)cc1
    -74.5	-1.3	-2.2	-10.3	-3.5	-56.6	-11.6	-2.7	-138.9	-0.7	25.5
> O=C(CN1C(=O)CCSc2ccc(S(=O)(=O)N3CCOCC3)cc21)Nc1ccccc1Cl
    -12.1	2.2	7.3	-12.3	4.9	5.8	-9.8	2.5	-4.5	-0.4	-20.5
> Cc1ccc(S(=O)(=O)/N=C(/Nc2ccc(O)c(C(=O)O)c2)c2ccccc2)cc1
    8.7	0.8	1.5	16.4	-3.9	4.0	-0.5	1.8	6.7	0.6	-5.3
> C/C(=N\NC(=O)CC#N)c1ccc(Oc2ccccc2)cc1
    -9.4	-0.2	-2.6	9.8	-7.1	-14.5	3.4	9.7	-11.7	0.5	15.4
> O=C(c1cc2ccccc2o1)N1CC=C(c2ccccc2)CC1
    -53.7	-1.4	2.0	-6.4	3.1	12.6	-5.5	-2.5	-43.5	0.1	-5.9
> CC(C)c1ccccc1NC(=O)C1CCCN(C(=O)c2ccc(Cl)cc2)C1 (stereo unspecified)
    4.9	.	16.9	28.2	-11.3	-1.4	5.3	17.0	19.6	0.4	-11.9
> C/C=C(\C)C(=O)NCCN1C2=NC[C@@H](Cc3ccccc3)N2C[C@H]1Cc1ccc(O)cc1
    2.1	-1.5	6.2	-18.8	3.4	.	-1.1	-1.2	-7.2	2.4	-10.6
> COc1cc(NC(=O)C2CCN(S(=O)(=O)c3ccc(N4CCCC4=O)cc3)CC2)cc(OC)c1
    8.1	1.2	-17.8	4.8	-4.5	9.0	7.3	2.1	13.8	-0.5	5.1
> O=C(c1cc(F)c(F)cc1Cl)N1CCN(CCc2ccccc2)CC1
    11.7	-3.7	1.7	-13.9	-1.0	-8.0	-2.8	-0.7	8.6	-0.6	1.3
> O=C(CN1CCCC1)Nc1ccc(Oc2ccc(NC(=O)CN3CCCC3)cc2)cc1
    -10.6	7.1	-14.8	12.0	16.8	-20.6	-26.4	6.5	-13.7	-1.4	5.0
> Cc1nc2ccc(Br)cc2c2c1CC(CBr)O2 (stereo unspecified)
    23.3	2.1	-7.7	-31.3	-7.2	1.8	-11.1	-12.7	6.1	-0.1	-3.5

Overlap with the part before: 2 entries, followed by the next part.
Results follow in this order: HIF-2a inh	NR2E3 ag-1	KKLEB tox	NR2E3 ag-2	C8 TRAIL sens	TRPM1 prom inh	LMP1 NFkB inh	Shn3 inh set2	Peg3 prom inh	hiPSC survival	CF NFkB inh
> O=C(CN1CCCC1)Nc1ccc(Oc2ccc(NC(=O)CN3CCCC3)cc2)cc1
    -10.6	7.1	-14.8	12.0	16.8	-20.6	-26.4	6.5	-13.7	-1.4	5.0
> Cc1nc2ccc(Br)cc2c2c1CC(CBr)O2 (stereo unspecified)
    23.3	2.1	-7.7	-31.3	-7.2	1.8	-11.1	-12.7	6.1	-0.1	-3.5
> CN(/N=C/c1cc(Cl)ccc1O)C1=NS(=O)(=O)c2ccccc21
    -5.8	2.1	-3.4	0.0	6.8	-12.0	2.0	22.7	23.6	0.4	1.9
> CC(=O)N(Cc1ccc(F)cc1)C1=C(NCc2ccccc2)C(=O)c2ccccc2C1=O
    67.7*	.	-52.7*	6.1	96.5*	97.8*	53.2*	83.1	109.6*	-4.4	92.1*
> S=C(NCCc1ccc(Cl)cc1)NCc1ccco1
    -4.6	-1.3	-6.5	-5.3	-6.6	-4.0	1.2	-1.5	4.5	-0.3	0.0
> CCOCCCNC(C(=O)Nc1ccc(OC)c(Cl)c1)c1ccccc1 (stereo unspecified)
    4.9	-1.4	-1.8	-0.9	-9.3	-4.4	-8.4	8.4	6.1	-0.1	-4.5
> COc1ccc(-c2cc3n(n2)CCc2nc4ccccc4n2-3)cc1
    -90.9	3.4	8.1	-33.0	7.8	-15.8	-11.8	-11.1	-22.0	-1.6	-11.7
> CC(Oc1ccc2c3c(c(=O)oc2c1)CCCC3)C(=O)NCCCn1ccnc1 (stereo unspecified)
    -3.2	1.3	-6.0	-2.9	16.6	-10.9	-2.6	12.6	7.5	0.1	-3.4
> CCOC(=O)C(CC)(CC)/C(C)=N/NC(=O)CC#N
    6.9	5.0	5.5	-15.6	-8.6	8.1	-6.5	8.5	9.6	3.2	-6.0
> CCOC(=O)c1ccc(NC(=O)c2c(N)n(C)c(=O)[nH]c2=O)cc1
    -31.9	3.5	-3.9	-13.0	-6.6	-48.3	3.1	-27.2	-84.3	-1.8	-2.5
> CC(C)C(=O)Nc1csc(C(F)(F)F)c1-c1ccccc1
    14.8	7.6	10.3	11.6	-13.4	-0.7	-7.3	4.8	3.4	-0.4	0.8
> O=C(Nc1ccccc1Cl)NC1(C(=O)NCC2CCCO2)CCCCC1 (stereo unspecified)
    8.1	1.7	-1.9	-8.8	3.3	8.2	-5.0	-38.1	-9.0	-0.5	5.5
> CCN(CC)CCNC(=O)c1c(O)c2cc(OC)c(OC)cc2[nH]c1=O
    3.3	2.8	1.2	-24.0	-9.0	2.3	55.3*	0.6	-2.5	8.8	-7.8
> CCOc1ccc(-n2nc(C(=O)NCCOC)c3ccccc3c2=O)cc1
    14.2	0.5	0.3	-22.8	-9.9	-3.7	-0.1	-8.2	2.4	-0.3	3.9
> Cc1cc(OC(=O)c2ccc(Cl)cc2Cl)nc(C)n1
    8.7	1.5	-3.3	-14.5	-3.2	0.6	5.0	-5.6	-0.8	-1.3	-2.4
> COc1cccc(CC(=O)Nc2cccc3ccccc23)c1
    -13.6	-1.5	-6.9	-21.9	-5.4	1.8	-1.5	8.5	-21.1	2.5	-3.6
> COc1ccc(OC)c(CN2CCN(Cc3ccc(OC)c(OC)c3OC)CC2)c1
    0.7	.	1.3	-38.6	-5.3	.	-2.4	-1.3	-11.7	3.0	-8.6
> Cc1ccc(NC(=O)CSc2nnc(Cn3c(=O)sc4ccccc43)n2C)cc1
    -6.3	5.8	-0.2	6.4	-1.3	6.4	8.7	2.4	6.9	-0.7	10.7
> Cc1ccc(C)c(NC(=O)C2CC(O)CN2C(=O)OC(C)(C)C)c1 (stereo unspecified)
    9.0	-0.5	-4.1	-0.9	17.8	6.9	-3.6	-22.1	15.0	0.5	-13.0
> CSCc1ccc(C(=O)NCc2ccccc2)cc1
    -60.8	1.8	5.3	-16.3	-3.9	-33.7	-14.9	-17.9	-77.9	2.2	2.3
> COc1ccc(/C=C(\NC(=O)c2ccccc2)C(=O)N2CCC(C)CC2)cc1
    14.8	.	16.4	-13.8	-1.2	-0.8	17.9	6.6	15.9	0.6	-8.3
> O=[N+]([O-])c1cccc(NC(=S)N2CCCC2)c1
    -15.2	.	1.3	-31.9	-20.2	-8.7	2.6	14.6	-198.1	0.1	5.2
> Cc1c(-c2ccccc2)sc2nc[nH]c(=S)c12
    -55.2	-2.1	-15.8	-13.2	0.1	-0.6	-6.4	-34.6	-75.2	-0.4	-25.8
> O=[N+]([O-])c1ccc(Cl)cc1N1CCOCC1
    12.9	-1.3	-0.5	4.9	0.5	6.6	-10.4	-12.2	4.0	0.2	9.5
> COc1ccc(CCN2CC(C(=O)Nc3nnc(Cc4ccccc4)s3)CC2=O)cc1OC (stereo unspecified)
    1.3	2.7	8.3	25.1	-8.5	8.2	-2.5	0.1	1.4	-2.6	2.6
> COc1ccc(OC)c(NC(=O)CSc2ccc3nnc(-c4ccccn4)n3n2)c1
    6.6	-0.1	-2.8	-9.8	-15.5	21.7	8.0	6.4	7.0	0.2	-4.6
> COc1ccc(N2CCN(c3cc(C)c4cccc(C)c4n3)CC2)cc1
    -2.3	-1.4	-2.4	5.6	27.1	-2.5	2.7	-53.4	9.3	-0.2	-7.2
> O=C(N/N=C\c1ccc(CNS(=O)(=O)c2ccccc2)o1)C(=O)Nc1ccc(F)cc1
    -40.7	-1.7	-10.3	-11.2	-10.3	-15.6	-1.7	-22.5	-58.3	2.4	7.2
> Cc1cccn2c(=O)c3cc(S(=O)(=O)c4ccc(F)cc4)c(=N)n(Cc4ccco4)c3nc12
    8.7	5.2	9.7	-4.7	10.9	-12.5	-4.7	-7.3	31.3	1.4	75.5*
> OC1CCCN(c2c3c(nc4cc(-c5cccc(Cl)c5)nn24)CCC3)C1 (stereo unspecified)
    -34.4	0.9	-17.3	19.4	3.1	-10.9	-33.4	-1.2	13.0	1.0	16.8
> C=CCN(c1ccccc1)S(=O)(=O)c1cc2c(cc1C)N(C)CCO2
    17.4	-0.5	-12.7	-0.9	1.1	2.3	-10.8	8.5	20.9	3.2	-7.8
> COc1ccc(-n2nnc3c(=O)n(CC(=O)Nc4cc(C)on4)cnc32)cc1
    6.0	1.2	2.6	-23.6	-5.2	5.5	6.3	6.3	-7.7	-0.4	-2.5
> O=C1C2C3C=CC(C3)C2C(=O)N1c1ccc2ccccc2c1 (stereo unspecified)
    -3.7	4.6	-0.9	-45.8	2.3	-6.9	1.2	75.7	-11.0	0.4	-0.1
> CC(C)CN(C(=O)COC(=O)c1ccc(C#N)cc1)C1CCS(=O)(=O)C1 (stereo unspecified)
    12.8	1.9	22.6	-18.6	10.0	-3.0	-1.5	-3.0	1.9	1.7	-3.3
> O=C(COc1ccc2c(-c3ccccc3)cc(=O)oc2c1)NCc1ccccn1
    -25.2	1.2	5.1	-6.0	-12.4	7.7	3.4	20.7	2.5	-1.9	-11.4
> CN1C(CC(=O)Nc2ccc(Br)cc2)c2ccccc2CC1(C)C (stereo unspecified)
    14.1	1.7	-5.7	-23.9	5.5	-4.3	2.2	15.1	13.9	-0.1	2.6
> COCCCC1CCN(Cc2nc(-c3ccccc3)no2)CC1
    -119.5	1.8	-2.8	-20.9	3.7	-4.8	-11.5	2.8	-84.4	0.1	-6.6
> Cc1cccc(NC(=O)c2ccc([N+](=O)[O-])s2)n1
    -138.8	-0.9	1.3	3.1	8.0	56.9	-0.2	-21.9	-129.9	1.1	33.7
